Screening data from PubChem.
K1F lysis inhibition: inhibition of K1F phage lysis, E. coli UTI89, bacterial capsule biogenesis inhibitors, alamar blue (AID 488966); E. coli UTI89 K1F phage lysis, alamar blue, 2 h; higher % means a stronger effect; one-dose inhibition, % at 100 µM; IC50 in µM for titrated hits; actives 0.02% (n = 340,000);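 active = phage lysis inhibition, versus mean bacterial control, above a set limit; inconclusive = no clear call, values can overlap the other calls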;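 note: capsule biogenesis inhibitors block K1F phage lysis so surviving cells raise fluorescence; higher fluorescence means more inhibition of phage lysis; actives were called in the ten point dose series up to 300 µM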
NTR1 ag: NTR1-driven beta-arrestin-GFP spot formation – imaging, U2OS cells, high content, primary screen (AID 493036) | P30989 | agonist mode | activation, % at 20 µM | actives 0.17% (n = 330,000);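 active = activation at or above 40% of the spot to cytoplasm intensity ratio, with at least 20 cells analyzed; inconclusive = wells under 20 cells, flagged as cytotoxic or low count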;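 note: 0% = DMSO without peptide and 100% = 100 nM NTR1 peptide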
Target sequence (P30989 whole entry, looked up): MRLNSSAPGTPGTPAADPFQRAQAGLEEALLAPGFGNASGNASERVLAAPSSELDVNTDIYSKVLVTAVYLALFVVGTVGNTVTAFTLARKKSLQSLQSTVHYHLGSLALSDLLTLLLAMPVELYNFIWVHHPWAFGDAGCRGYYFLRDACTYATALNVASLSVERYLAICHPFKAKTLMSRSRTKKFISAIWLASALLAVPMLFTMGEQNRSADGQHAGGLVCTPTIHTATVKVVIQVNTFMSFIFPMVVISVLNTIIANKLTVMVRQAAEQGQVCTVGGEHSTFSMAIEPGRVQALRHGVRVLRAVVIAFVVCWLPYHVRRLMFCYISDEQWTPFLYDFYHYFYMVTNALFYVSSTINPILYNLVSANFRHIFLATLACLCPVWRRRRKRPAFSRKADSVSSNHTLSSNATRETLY
Large T inhibition: SV40 large T antigen inhibitors, biochemical (AID 1903); SV40 large T antigen ATPase/helicase inhibition assay; higher % means a stronger effect; inhibition, % at 20 µM, or IC50 in µM where a hit was titrated; actives 0.39% (n = 310,000); in the data active = a potency from the dose series; inconclusive = inhibition mostly from about 32% at the one dose, without a potency; inactive = the rest, 99 in 100 with inhibition below about 32%; note: strong numbers were not always called active
RSV antiviral HEp-2: inhibition of RSV-induced cytopathic effect – HEp-2 cells, primary 10 µM value included (AID 2391) | HEp-2 cells, RSV-induced CPE inhibition; higher % means a stronger effect | one-dose CPE inhibition, % at 10 µM; IC50 in µM for titrated hits | actives 0.13% (n = 310,000); in the data active = a potency from the dose series; inconclusive = CPE inhibition mostly from about 23% at the one dose, without a potency; inactive = the rest, 99 in 100 with CPE inhibition below about 21%; note: strong numbers were not always called active
AID2073: inhibitors of Mint1-CaV2.2 protein interaction, biochemical, HTRF (AID 2073); HTRF protein-protein interaction, Mint1-CaV2.2; higher % means a stronger effect; one-dose inhibition, % at 20 µM; IC50 in µM for titrated hits; actives 0.19% (n = 290,000); in the data active = inhibition mostly above about 51%, no sharp cut-off; inconclusive = no clear call, values can overlap the other calls; inactive = mostly below about 53%; note: some results filed as inactive read as strong as hits
West Nile virus CPE: West Nile virus antiviral activity, cell-based, CPE readout (AID 1621); West Nile virus-infected cells, CPE inhibition; higher % means a stronger effect; CPE inhibition, % at 10 µM, or IC50 in µM where a hit was titrated; actives 0.02% (n = 290,000); in the data active = a potency from the dose series; inconclusive = CPE inhibition mostly from about 3.7% at the one dose, without a potency; inactive = the rest, 99 in 100 with CPE inhibition below about 2.2%; note: strong numbers were not always called active
Siah-1 displacement: blockers of Siah-1 interaction with plectin peptide – biochemical, fluorescence polarization, rhodamine-plectin, uHTS, primary screen (AID 1817) | Siah-1 / rhodamine-plectin peptide fluorescence polarization; higher % means a stronger effect | one-dose displacement, % at 20 µM; IC50 in µM for titrated hits | actives 0.02% (n = 290,000);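 active = displacement of at least 50% at 20 µM, with a fluorescence ratio check between 0.3 and a set limit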;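 note: plate controls were Siah plus tracer with DMSO for no effect and tracer alone without Siah for full effect; strong numbers were not always called active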
MgcRacGAP inhibition: MgcRacGAP GTPase-activating activity inhibitors, confirmation, biochemical, ADP Hunter fluorescence | MgcRacGAP-stimulated Rac1 GTP hydrolysis, ADP Hunter fluorescence; higher % means a stronger effect; GST-tagged Rac1 F28L mutant substrate | inhibition, % at 30 µM, or IC50 in µM where a hit was titrated | actives 0.6% (n = 340,000);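 active = first-screen hits whose inhibition reached a set limit at any dose in the follow-up dose series; inconclusive = inhibition above the set first-screen limit but never retested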;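 note: fluorescence reports GDP produced by GAP-driven GTP hydrolysis; strong numbers were not always called active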
Dengue-2 NS5 capping: Dengue-2 NS5 methyltransferase inhibitors, primary screen, biochemical, confirmation dose response (AID 588689); Dengue-2 NS5 methyltransferase capping enzyme assay, biochemical; higher % means a stronger effect; one-dose inhibition, % at 25 µM; IC50 in µM for titrated hits; actives 0.3% (n = 340,000); in the data active = a potency from the dose series; inconclusive = inhibition above about 29% without an active follow-up result
NTR1 ag cell count 20 µM: recorded beside NTR1 ag, whose call it bears; cell count; measured here: cell count, cytotoxicity flag
Dengue-2 NS5 capping pilot replicate: second read-out of Dengue-2 NS5 capping, no call of its own (marks repeat the call); inhibition, %; measured here: pilot screen replicate inhibition
An asterisk follows results filed as active; [ ] = dose if it differs, or a comment.

`O=C(CSc1nnc(-c2ccc(F)cc2)c2ccccc12)Nc1c(F)cccc1F` gave K1F lysis inhibition 0.1%, NTR1 ag 0.0, Large T inhibition 5.2%, RSV antiviral HEp-2 3.3%, AID2073 -3.2%, West Nile virus CPE -1.3%, Siah-1 displacement 2.2%, MgcRacGAP inhibition 0.8%, Dengue-2 NS5 capping -6.2% and NTR1 ag cell count 20 µM 89.
For COc1ccc(NS(=O)(=O)c2c(F)cc(F)c(Cl)c2F)cc1S(=O)(=O)N1CCCCC1 the results were K1F lysis inhibition 1.9%, NTR1 ag -0.2, Large T inhibition 13.5%, RSV antiviral HEp-2 2.1%, AID2073 0.5%, West Nile virus CPE 1.2%, Siah-1 displacement -5.8%, MgcRacGAP inhibition 5.0%, Dengue-2 NS5 capping -8.2% and NTR1 ag cell count 20 µM 58.
For COc1ccc(-c2nsc3c(SCC(=O)Nc4cc(C)ccc4C)ncnc23)cc1 the results were Large T inhibition 3.8%, AID2073 12.0%, West Nile virus CPE 0.0% and Siah-1 displacement 1.0%.
CCOC(=O)c1c(C)n(S(=O)(=O)c2ccc(C)cc2)c2ccc(O)c(C(=O)O)c12 was read as K1F lysis inhibition 0.1%, NTR1 ag 0.1, Large T inhibition 3.4%, RSV antiviral HEp-2 1.4%, AID2073 10.8%, West Nile virus CPE -0.3%, Siah-1 displacement 7.3%, MgcRacGAP inhibition 7.2%, Dengue-2 NS5 capping -3.2% and NTR1 ag cell count 20 µM 48.
`CCOC(=O)c1c(C)[nH]c(C(=O)Nc2ccc3c(c2)OCO3)c1C` gave NTR1 ag 1.2, Large T inhibition 19.8%, RSV antiviral HEp-2 0.7%, AID2073 -6.6%, Siah-1 displacement -1.2% and NTR1 ag cell count 20 µM 91.
Screening N#CC(C(=S)Nc1ccccc1)c1nc2ccccc2[nH]1 (stereo unspecified) returned K1F lysis inhibition inactive, NTR1 ag 7.9, Large T inhibition 17.0%, AID2073 -25.8%, West Nile virus CPE -0.4%, Siah-1 displacement -9.1%, MgcRacGAP inhibition 14.3%, Dengue-2 NS5 capping 4.6% and NTR1 ag cell count 20 µM 44.
`Cc1ccc2c(CC(=O)NCC3COc4ccccc4O3)coc2c1` (stereo unspecified) gave K1F lysis inhibition 0.5%, NTR1 ag 1.4, Large T inhibition 9.3%, RSV antiviral HEp-2 2.2%, AID2073 1.7%, West Nile virus CPE 0.5%, Siah-1 displacement 4.9%, MgcRacGAP inhibition 1.4%, Dengue-2 NS5 capping 7.5% and NTR1 ag cell count 20 µM 42.
Screening O=C(/C=C/c1ccco1)c1ccc(NC(=O)C23CC4CC(CC(C4)C2)C3)cc1 returned K1F lysis inhibition 4.3%, NTR1 ag 1.0, Large T inhibition 7.0%, RSV antiviral HEp-2 3.1%, AID2073 67.9%*, West Nile virus CPE -0.4%, Siah-1 displacement 19.4%, MgcRacGAP inhibition 13.2%, Dengue-2 NS5 capping -9.9% and NTR1 ag cell count 20 µM 30.
For COc1ccc(NC(=O)C(C)Oc2ccc(/C(C)=N\O)cc2)cc1 (stereo unspecified) the results were K1F lysis inhibition 6.2%, NTR1 ag 0.5, Large T inhibition 6.0%, RSV antiviral HEp-2 3.2%, AID2073 0.4%, Siah-1 displacement -1.4%, MgcRacGAP inhibition 2.6%, Dengue-2 NS5 capping -2.9% and NTR1 ag cell count 20 µM 54.
Screening Cc1ccc2c(c1)c1ncn(Cc3ccc(F)cc3)c(=O)c1n2C returned K1F lysis inhibition 3.0%, NTR1 ag 10.2, Large T inhibition 6.4%, AID2073 9.1%, West Nile virus CPE -0.8%, Siah-1 displacement 0.3%, MgcRacGAP inhibition 5.3%, Dengue-2 NS5 capping -8.4% and NTR1 ag cell count 20 µM 50.
`CCOc1cc(/C=N/NC(=O)c2cccc(S(=O)(=O)N3CCOCC3)c2)ccc1OCC(=O)N(C)C` gave K1F lysis inhibition 0.6%[50 µM], NTR1 ag 0.0, Large T inhibition 10.2%, RSV antiviral HEp-2 -0.1%, MgcRacGAP inhibition 3.7%, Dengue-2 NS5 capping 0.7% and NTR1 ag cell count 20 µM 66.
`CCOC(=O)c1ccc(NC(C)=O)c([N+](=O)[O-])c1` gave K1F lysis inhibition -0.5%, NTR1 ag -0.6, Large T inhibition 7.9%, RSV antiviral HEp-2 0.1%, AID2073 16.2%, West Nile virus CPE 0.1%, Siah-1 displacement 0.8%, MgcRacGAP inhibition 5.8%, Dengue-2 NS5 capping 3.1% and NTR1 ag cell count 20 µM 54.
`Cc1ccc(C2C(C(=O)c3cccs3)=C(O)C(=O)N2c2nnc(C)s2)cc1` (stereo unspecified) gave K1F lysis inhibition -0.3%, NTR1 ag -0.9, Large T inhibition 10.5%, RSV antiviral HEp-2 0.3%, AID2073 14.3%, West Nile virus CPE -0.2%, Siah-1 displacement -7.2%, MgcRacGAP inhibition 1.9%, Dengue-2 NS5 capping inconclusive and NTR1 ag cell count 20 µM 57.
COc1ccc(N2CC(C(=O)Nc3nnc(Cc4ccccc4)s3)CC2=O)cc1 (stereo unspecified) was read as K1F lysis inhibition -0.3%, NTR1 ag -0.8, Large T inhibition 6.4%, RSV antiviral HEp-2 3.6%, AID2073 20.5%, West Nile virus CPE -1.0%, Siah-1 displacement 0.4%, MgcRacGAP inhibition 6.4%, Dengue-2 NS5 capping -2.5% and NTR1 ag cell count 20 µM 51.
For COCCN(CCOC)C(=O)CCn1c(=O)oc2ccccc21 the results were K1F lysis inhibition 1.4%, NTR1 ag -0.9, Large T inhibition 1.0%, RSV antiviral HEp-2 2.3%, AID2073 -3.7%, West Nile virus CPE -0.1%, Siah-1 displacement 2.9%, MgcRacGAP inhibition 3.1%, Dengue-2 NS5 capping -5.9% and NTR1 ag cell count 20 µM 92.
For CCN1C(=O)[C@H]2[C@H]3CN=C(SCc4ccc(C(=O)OC)cc4)N3[C@@](Cc3ccccc3)(C(=O)OC)[C@H]2C1=O the results were K1F lysis inhibition 0.2%, NTR1 ag 4.2, MgcRacGAP inhibition 11.1%, Dengue-2 NS5 capping -3.3%, NTR1 ag cell count 20 µM 52 and Dengue-2 NS5 capping pilot replicate -1.8.
`COc1ccc(C(=O)Nc2nnc(-c3ccccc3)o2)cc1OC` gave K1F lysis inhibition 4.4%[50 µM], NTR1 ag 0.8, Large T inhibition 1.6%, RSV antiviral HEp-2 1.3%, AID2073 46.1%, West Nile virus CPE -0.2%, Siah-1 displacement 2.4%, MgcRacGAP inhibition 11.0%, Dengue-2 NS5 capping 1.4% and NTR1 ag cell count 20 µM 26.
Screening COc1ccccc1N1CCN(C2CCCN(C(=O)CC(F)(F)F)C2)CC1 (stereo unspecified) returned K1F lysis inhibition 0.5%, NTR1 ag -0.7, Large T inhibition 7.0%, RSV antiviral HEp-2 1.1%, AID2073 13.1%, West Nile virus CPE -0.6%, Siah-1 displacement 3.6%, MgcRacGAP inhibition 9.5%, Dengue-2 NS5 capping 4.6% and NTR1 ag cell count 20 µM 61.
For C=CCn1c2ccccc2c2nnc(SCC(=O)OCN3C(=O)c4ccccc4C3=O)nc21 the results were K1F lysis inhibition 0.3%, NTR1 ag 2.0, Large T inhibition 6.0%, RSV antiviral HEp-2 0.3%, AID2073 -4.0%, West Nile virus CPE 0.1%, Siah-1 displacement -5.1%, MgcRacGAP inhibition -14.3%, Dengue-2 NS5 capping 1.1% and NTR1 ag cell count 20 µM 32.
Screening Cc1cccc(Cl)c1NC(=O)N1CCN(c2ccnc3cc(Cl)ccc23)CC1 returned K1F lysis inhibition 0.1%, NTR1 ag -1.1, Large T inhibition 20.4%, AID2073 -4.6%, West Nile virus CPE 1.6%, Siah-1 displacement 23.0%, MgcRacGAP inhibition 5.1%, Dengue-2 NS5 capping -9.2% and NTR1 ag cell count 20 µM 47.
Screening CCC(C)NC(=O)C1CCCN(S(=O)(=O)c2ccc3c(c2)CC(C)N3C(=O)C2CC2)C1 (stereo unspecified) returned K1F lysis inhibition 0.3%, NTR1 ag -0.9, RSV antiviral HEp-2 -1.6%, AID2073 4.3%, West Nile virus CPE -0.6%, Siah-1 displacement 8.5%, MgcRacGAP inhibition -0.9%, Dengue-2 NS5 capping -2.8% and NTR1 ag cell count 20 µM 51.
Screening C=CCn1cnc2c(c1=O)c1nc3ccccc3nc1n2-c1ccc(C)cc1 returned NTR1 ag 1.2, Large T inhibition 5.7%, RSV antiviral HEp-2 3.5%, AID2073 8.6%, Siah-1 displacement 17.8% and NTR1 ag cell count 20 µM 35.
For CCCCC(CC)C(=O)Nc1cc(C(=O)NCCC)ccc1N1CCC2(CC1)CC(c1ccccc1)=NO2 (stereo unspecified) the results were K1F lysis inhibition -0.2%, NTR1 ag -0.9, Large T inhibition 4.0%, RSV antiviral HEp-2 0.7%, AID2073 11.8%, West Nile virus CPE -0.8%, Siah-1 displacement -5.6%, MgcRacGAP inhibition 3.5%, Dengue-2 NS5 capping -5.5% and NTR1 ag cell count 20 µM 106.
For Cc1ccc(N2CCN(c3ccc(C)cc3)C2c2cccnc2)cc1 the results were K1F lysis inhibition 4.7%, NTR1 ag 4.4, Large T inhibition 6.7%, RSV antiviral HEp-2 inconclusive, AID2073 -10.3%, West Nile virus CPE -0.1%, Siah-1 displacement -0.2%, MgcRacGAP inhibition 7.0%, Dengue-2 NS5 capping -2.0% and NTR1 ag cell count 20 µM 58.
CCCN1CCN(CCCNC(=O)Cn2nc(C)n3c(cc4cc(OC)ccc43)c2=O)CC1 was read as K1F lysis inhibition 2.2%, NTR1 ag 0.8, Large T inhibition -6.8%, RSV antiviral HEp-2 -0.8%, AID2073 45.6%, West Nile virus CPE 0.1%, Siah-1 displacement -3.1%, MgcRacGAP inhibition 13.7%, Dengue-2 NS5 capping -5.4% and NTR1 ag cell count 20 µM 54.
Screening O=C(NC(NC(=S)Nc1ccccc1O)C(Cl)(Cl)Cl)c1ccco1 (stereo unspecified) returned K1F lysis inhibition 6.7%, NTR1 ag -0.7, Large T inhibition 20.5%, RSV antiviral HEp-2 2.6%, AID2073 6.1%, West Nile virus CPE -0.3%, Siah-1 displacement -5.6%, MgcRacGAP inhibition 11.8%, Dengue-2 NS5 capping -0.7% and NTR1 ag cell count 20 µM 31.
Screening Cc1c(C)c2c(OCC(=O)N[C@@H](C)C(=O)O)cc3c(c2oc1=O)CCC(C)(C)O3 returned K1F lysis inhibition -0.2%, NTR1 ag 0.9, Large T inhibition 3.9%, RSV antiviral HEp-2 -1.7%, AID2073 33.5%, West Nile virus CPE -0.5%, Siah-1 displacement 4.2%, Dengue-2 NS5 capping -2.6% and NTR1 ag cell count 20 µM 75.
